All columns: NCI-60 one-dose screen, growth in % after 48 h at 10 µM unless noted; 100 = growth as untreated, 0 = no growth, -100 = all killed.
HL-60(TB) = HL-60(TB) leukemia cells; 78,000 compounds, 9% hits; AID 1794776; active = growth percent below 10
* = called active by the depositor; & = joins results of further samples; ! = a repeat was not active; [ ] = remark or other dose.

SMILES	HL-60(TB)
C=C(c1ccc(OC)c(/C=C/C(=O)c2cc(OC)c(OC)c(OC)c2)c1)c1cc(OC)c(OC)c(OC)c1	13
O=C(Nc1ccc(NCCN2CCOCC2)nc1)c1cccc(C(F)(F)F)c1	105
CCCCCCCCCCCCCCCCCCOc1cccc(CC(=O)OCC[N+]2(C)CCCC2)c1	51
CC(=O)Nc1cccc2cc(O)ccc12	104&77&114
O=C1N(Cc2ccc(Cl)c(Cl)c2)c2ccccc2C12NCCc1cc(O)ccc12 (configuration not stated)	107
CC(=O)OCC1OC(OC(C)=O)C(OC(C)=O)C1OC(C)=O (configuration not stated)	88
COc1cc(CNC(=O)/C=C/C=C/c2ccc3c(c2)OCO3)ccc1OCc1cn(-c2ccccc2Cl)nn1	107
Cc1ccc2nc(Sc3cnc(N)s3)n(Cc3ccccc3)c(=O)c2c1	113
O=[N+]([O-])c1ccc(OCCCCOc2ccccc2)c(Cl)c1	86
CCCc1nc(NC(=O)c2ccccc2)nc(NC(=O)c2ccccc2)n1	95
CCCCOc1c(N)cccc1C(=O)OCCN(CC)CC	64
COC(=O)C(Cc1cnc[nH]1)N1CC(=O)N2[C@@H](c3ccccc3)SC[C@H]2C1=O (some centres not stated)	90
COc1ccccc1OCC(O)CO (configuration not stated)	74
N#Cc1c[nH]c2ccccc12	103
CC1(C)CC(=O)C2=C(C1)Nc1cc3c(cc1C2c1ccc2c(c1)OCO2)OCO3 (configuration not stated)	95
c1ccc2[nH]c(-c3ccc(Nc4nc(N5CCCC5)nc5[nH]ncc45)cc3)nc2c1	-33*
O=C(/C=C/c1ccc(-c2ccccc2)cc1)c1nc2ccccc2n1Cc1ccc(F)cc1	21
Oc1c(CN2CCOCC2)cc(CN2CCOCC2)c(O)c1O	88
OC1(C#CC#CC2(O)CCCCC2)CCCCC1	92
O=C(NO)c1ccccc1F	113
O=C(CCCCC(=O)N=C(c1ccccc1)c1ccccc1)N=C(c1ccccc1)c1ccccc1	96
COc1cccc(-c2nc(-c3ccc(N)cc3)co2)c1	53
CCN(CC)CCN1C(=O)c2ccccc2C1=O	105
Cc1ccccc1/C=C1\Oc2cc(C)c(Cl)c(C)c2C1=O	104
COc1cccc2c1C(=O)c1c(O)c3c(c(O)c1C2=O)C[C@@](O)(C(=O)COC(=O)c1cccnc1)C[C@@H]3OC1CC(N)C(O)C(C)O1 (some centres not stated)	-27*
CC(=O)OC1CCC2(C)C(=CCC3C2CCC2(C)C(C(C)=O)CCC32)C1 (configuration not stated)	96
C/C(=C(\c1ccc(OCCN2CCCCCC2)cc1)c1ccc(OC(=O)Cc2ccccc2)cc1)c1ccc(Cl)cc1	-60*
NC1=NC(c2cccc([N+](=O)[O-])c2)c2sc3ccc(Cl)cc3c2N1 (configuration not stated)	92
CCOC(=O)C1=C(C)O/C(=C/C=C/c2ccccc2)C1=O	106
C=C(C=O)[C@@H]1CC[C@]2(C(=O)O)CC[C@]3(C)C(CC[C@@H]4[C@@](C)(CCC#N)[C@H](C(=C)C=O)CC[C@]43C)[C@@H]12 (some centres not stated)	2.6*
C=C(C)[C@H]1C2=CC(C(=O)OC)=C(C[C@H](C(=C)C)[C@@H]3OC(=O)[C@]4(O[C@H]4[C@@H]1O)[C@@H]3N(C)C)O2	100
Cc1cc(C)n(Cc2nnc(SCC(=O)Nc3ccc(S(N)(=O)=O)cc3)n2-c2ccc([N+](=O)[O-])cc2)n1	83
COc1ccc(Cn2cncc2-c2c[nH]c3cc(Cl)ccc23)cc1	79
N#C/C(=C\c1ccc(Cl)cc1)n1nnc2cc(F)c(F)cc21	-19*
Nc1nc2[nH]c(=O)[nH]c(=O)c2[nH]1	66
OC(c1ccc(Cl)cc1)C(Cl)(Cl)Cl (configuration not stated)	134
CCn1cc(C(=O)N/N=C/c2ccccc2)c(=O)c2cc(F)c(N3CCNC(C)C3)c(F)c21 (configuration not stated)	18
O=C(CCCCCCC(=O)Nc1ccc(C(=O)/C=C/c2cn(-c3ccccc3)nc2-c2ccccc2)cc1)NO	124
CC[CH2][Sn]([Cl])([Cl])[CH2]CC.Oc1ccccc1C=NCCN=Cc1ccccc1O	7.9*!
NC(=O)c1c(NC(=O)c2ccccc2)sc2c1CCC(=O)C2	-6.9*
O=c1cc(-c2ccccc2)[nH]c(-c2ccccc2)c1	80
COC(=O)O[C@H]1CC[C@@]2(C)C(=CC[C@H]3[C@@H]4CC[C@H]([C@H](C)CCCC(C)C)[C@@]4(C)CC[C@@H]32)C1	96
CCCCNC1CC[C@@]2(C)[C@@H](CC[C@@]3(C)[C@H]2C(=O)C[C@H]2/C(=C(\CCC=C(C)C)C(=O)OC)[C@@H](OC(C)=O)C[C@@]23C)[C@@H]1C (some centres not stated)	94
CCSC(SCC)c1ccc(Cl)cc1	116
CCCCCCC(C)(O)C(C(=O)O)c1ccccc1 (configuration not stated)	106
c1ccc(-c2nc3ccc4ccccc4c3nc2-c2ccccc2)cc1	31
Cc1nn(-c2ccc([N+](=O)[O-])cc2)c2ncnc(N/N=C/c3ccccc3)c12	88
CCC(C)C(NC(=O)C(Cc1cnc[nH]1)N(C(=O)OCc1ccccc1)C(=O)OCc1ccccc1)C(=O)OCc1ccccc1 (configuration not stated)	98
O=C(O)c1ccc(-n2cc(CNc3cc(F)c(F)c(F)c3)c(-c3cccc(F)c3)n2)cc1	108
CCCCCCCC(=O)SCC/C=C/[C@@H]1CC(=O)NCc2cccc(n2)CN(Cc2ccc3ccccc3c2)CC(=O)N[C@@H](C(C)C)C(=O)O1	11
New compounds follow
SMILES	HL-60(TB)
Cc1ccc2oc(=O)cc(Cn3cnn(-c4ccccc4)c3=O)c2c1	99
Cc1ccc(C(=O)N/N=C/c2ccccc2)cn1	109
O=C(C[C@@H]1C(=O)Nc2ccccc2N1C(=O)c1ccccc1)Nc1ccc(F)cc1	86[100 µM]
Fc1ccc(NCn2nc(-c3cnccn3)oc2=S)cc1	49
CC(=O)N1N=C(c2ccc(Cl)cc2)CC1c1sc(Cl)nc1Cl (configuration not stated)	89
Cc1ccc(-c2csc(NC(=O)c3cc(-c4ccccc4)nc4ccccc34)n2)cc1	98
N#C/C(=C\c1ccc([N+](=O)[O-])cc1)n1nnc2cc(F)c(F)cc21	-27*
CCOC(=O)c1ccc(C(C)(C)C)cc1	90
O=c1c2cc(Cl)ccc2sc2c(OCCO)nc3ccccc3c12	110
CC(C)(C)OC(=O)n1cc(-c2nc(-c3ccsc3)cs2)c2cc(Br)ccc21	100
Cc1nc(Nc2ccc(OCc3c(-c4ccccc4)no[n+]3[O-])cc2)c2c(C)nn(-c3ccc(Br)cc3)c2n1	71
CCOC(=O)C1=C(C(C)=O)C(c2cccc([N+](=O)[O-])c2)C(C(C)=O)=C(C(=O)OCC)N1	84
Clc1ccc(Nc2cccc(-c3[nH]nc4ncccc34)c2)c(Br)c1	103
O=C1C=CC=C/C1=C\N(O)c1ccc(Cl)cc1	70
c1ccc(-c2oc3ncnc(NCCNc4ncnc5oc(-c6ccccc6)c(-c6ccccc6)c45)c3c2-c2ccccc2)cc1	98
CCN(CC)CCCNc1ccc(N)cc1	99
O=C1CC(C2=CCCCC2)C(=O)O1 (configuration not stated)	109
CS(=O)(=O)Nc1ccc(-c2ccc3c(c2)ncn3-c2ccc(NC(=O)Nc3ccc(Br)cc3)cc2)cc1	-42*
Cn1c(=O)c(C#N)c(-c2ccccc2)n2c(SCC3CO3)nnc12 (configuration not stated)	92
CCOC(=O)c1cn2ncnc(Oc3ccc(NC(=O)Nc4ccc(Cl)c(C(F)(F)F)c4)c(F)c3)c2c1C	95
OC(C#Cc1ccccc1)c1ccccc1 (configuration not stated)	91
Cc1nc([N+](=O)[O-])cn1CC(Cl)Cn1cc([N+](=O)[O-])nc1C	123
O=C(NC(CO)C(=O)O)OCc1ccccc1 (configuration not stated)	128
Cc1ccsc1[C@H]1c2[nH]c3ccccc3c2C[C@H]2C(=O)N(CCCCCCC(=O)NO)CC(=O)N12	104
CCN1C(=O)N(CC)C2C1NC(=S)N2/N=C/c1ccc(OC)cc1 (configuration not stated)	-12*
O=C1OC(c2cccc3c(F)cccc23)c2ccccc21 (configuration not stated)	126
O1[As]2O[As]3O[As]1O[As](O2)O3	1.1*
COc1cc2oc(-c3cccc(C(=O)Nc4ccc(Cl)cc4)c3)cc(=O)c2c(OCC(=O)NCC(=O)OC(C)(C)C)c1OC	103
CC[n+]1ccc(Nc2ccc(NC(=O)c3ccc(Nc4cc[n+](CC)c5ccc([N+](=O)[O-])cc45)cc3)cc2)cc1	67
Cc1nnc(-c2ccc3c(c2)nc(-c2ccccc2)n3C2CCCCC2)o1	93
CCCNC(=O)c1ccc(Cl)cc1Cl	112
COc1ccc(C2=NN(C(=O)c3ccc(S(N)(=O)=O)cc3)C(c3cc(OC)c(OC)c(OC)c3)C2)cc1OC (configuration not stated)	97
C/C(=C(\CNc1ccc(S(=O)(=O)c2ccc(N)cc2)cc1)C(=O)c1ccccc1)c1ccccc1	91
O=C(Nc1ccc(O)cc1)c1ccc(-n2c(=O)[nH]c3ccccc3c2=O)cc1	103
COc1nc(OC)nc(-c2cc(C(=O)c3ccc(Br)cc3)n3cc(C)cc(C)c23)n1	99
CCCCCCCCCCCCCCCCCC1=NC(CC)(CO)CO1 (configuration not stated)	44
CCC(C)OC(=O)Cc1ccccc1 (configuration not stated)	103
CCCCC(CC)COCCCN (configuration not stated)	104
CS(=O)(=O)c1ccc(-c2nc3ccccn3c2-c2nc3ccc([N+](=O)[O-])cc3[nH]2)cc1	96
Cc1ccc(S(=O)(=O)Oc2ccc(C(C)(C)C)cc2)cc1	103
c1ccc(-c2onc3cc4c(cc23)OCCO4)cc1	93
C(=N\Nc1nnn(Cc2ccccc2)n1)/c1ccccc1	5.6*
Nc1ccc(N)c([N+](=O)[O-])c1	110
COc1ccccc1C(=O)Nc1cccc(NC(=O)c2ccccn2)c1	94
C/C=C(/C)C(=O)OC1C=C(CO)C(=O)C(OC(=O)/C(C)=C\C)C1C(C)C (configuration not stated)	-32*
CCCCCNc1ccc(C)cc1	101
Cc1[nH]nc2ccc(-c3nc4cnc(N5CCN(C)CC5)cn4c3Nc3cccc(F)c3)cc12	66
CCOC(=O)C1O[N+]([O-])=C(c2ccc(OC)cc2)C1c1cc(OC)cc(OC)c1 (configuration not stated)	88
COC(=O)C(CCC(=O)CCl)N1C(=O)c2ccccc2C1=O (configuration not stated)	84
c1ccc(Nc2ccc(-c3ccc(Nc4ccccc4)cc3)cc2)cc1	98
New compounds follow.
SMILES	HL-60(TB)
O=C(NC(O)C(Cl)(Cl)Cl)NC(O)C(Cl)(Cl)Cl (configuration not stated)	107
O=C1c2cccnc2C(=O)c2c1c(C(=O)NCCCN1CCCCC1)c1ccccn21	-29*
COc1ccc(-c2nc(SCCCCCCC(=O)NO)[nH]c(=O)c2C#N)cc1	107
CCN(CC)CCOC(=O)c1ccc(N=Nc2ccc(O)c(OC)c2)cc1	97
Cc1ccc(C2=Nc3ccc(Cl)cc3C3=NNCC(=O)NN23)cc1	101
COc1ccc(C2c3ccc4ccccc4c3Oc3nc(N)c(C#N)c(N)c32)cc1OC (configuration not stated)	89
CCCCC1COc2cccc3c2N1C=C/C3=C\C(=O)N(C)c1ccccc1OC(F)(F)F (configuration not stated)	74
Nc1nc(C(=O)O)cc(=O)[nH]1	78
O=C1/C=C(/c2cc3ccccc3o2)NCCNC1=O	99
CC(C)(C)n1nnnc1C(Nc1ccccc1)c1cc2cccc3ccc4cccc1c4c32 (configuration not stated)	88
O=C1NCN(c2ccccc2)C12CCNCC2	103
CC1=CC(=O)C(Sc2ccc(C)cc2)=CC1=O	42
COc1ccc(-c2nn(-c3ccccc3)cc2/C=C2\SC(N3CCN(c4ccccc4)CC3)=NC2=O)cc1	101
CCCCCCCCCOC(=O)c1ccc(OC)cc1	118
CN(C)c1ccc(/C=C(\CC(=O)c2ccc(Cl)c(Cl)c2)C(=O)NCc2ccccc2)cc1	99
O=C1C(c2nnc(-c3ccccc3)n2-c2cccc(Cl)c2)=C(O)c2ccccc21	88
O=S(=O)(Nc1ccccn1)c1ccc(NC2Nc3nc4ccccc4nc3S2)cc1 (configuration not stated)	107
Nc1nnc2cc(F)ccc2n1	107
CCOP(=O)(NC(C)(C)C)OCC	109

Bioassay records (PubChem BioAssay)

Some of the compounds tested; the hit share may differ from the screen's.
